# CDK5 inh – inhibitors of human CDK5/p35 kinase; Q00535+Q15078; Recombinant CDK5/p35, ADP-Glo luminescence, 60 min; inhibition, % at 10 µM; actives 0.01% (n = 330,000); AID 488839;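 active = highest replicate inhibition of at least 50% and at least 75% of replicates reaching 50%; inconclusive = only one of the two criteria met; inactive = both criteria failed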;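 note: plate controls were DMSO neutral control for no effect and GW8510 at 10 µM for full effect; many of its hits are not listed in these tables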
# Target sequence (Q00535 whole entry, looked up): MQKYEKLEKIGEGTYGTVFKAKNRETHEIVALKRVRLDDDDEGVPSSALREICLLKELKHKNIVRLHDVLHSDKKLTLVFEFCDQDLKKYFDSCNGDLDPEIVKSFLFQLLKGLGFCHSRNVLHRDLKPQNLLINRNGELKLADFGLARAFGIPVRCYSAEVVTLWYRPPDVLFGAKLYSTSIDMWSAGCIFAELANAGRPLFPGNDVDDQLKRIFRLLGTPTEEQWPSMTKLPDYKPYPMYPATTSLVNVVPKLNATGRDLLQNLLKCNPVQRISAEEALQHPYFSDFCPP
# Target sequence (Q15078 whole entry, looked up): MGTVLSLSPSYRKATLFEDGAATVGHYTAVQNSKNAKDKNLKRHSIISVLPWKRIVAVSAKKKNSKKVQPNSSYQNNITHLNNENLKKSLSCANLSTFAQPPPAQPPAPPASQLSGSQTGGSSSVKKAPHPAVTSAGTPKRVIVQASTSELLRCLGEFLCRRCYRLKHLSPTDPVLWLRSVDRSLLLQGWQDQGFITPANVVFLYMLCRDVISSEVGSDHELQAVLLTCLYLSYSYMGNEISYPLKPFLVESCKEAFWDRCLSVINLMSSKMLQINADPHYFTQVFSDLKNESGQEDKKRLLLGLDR
# PfHsp90 set2 – reduces growth (ATP signal) of yeast expressing P. falciparum Hsp90; inhibition, % at 9.4 µM; S. cerevisiae expressing PfHsp90, BacTiter-Glo ATP, 48 h; yeast lacking PDR1 and PDR3 efflux regulators; actives 0.32% (n = 310,000);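 active = every replicate shows inhibition above about 80%, whatever the replicate mean, limit read from the data; inconclusive = mean inhibition reaches the set limit but some replicate falls short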;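 note: 0% = DMSO neutral controls and 100% = 20 µM radicicol positive controls; yeast relying on Plasmodium falciparum Hsp90 in place of its own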
# NSD2 HMT inh – blocks human histone methyltransferase NSD2; inhibition, % at 12.5 µM; O96028; actives 0.54% (n = 310,000); AID 743445; NSD2 peptide methylation, AlphaScreen, 120 min; in the data active = inhibition above about 50%
# Mot1-301 SUMO – inhibitors of SUMOylation pathway: yeast Mot1-301 growth rescue. AID 2716. S. cerevisiae Mot1-301 growth rescue, ATP luminescence, 38.5C; percent above DMSO median, 100 means doubled. growth rescue, % at 18.8 µM. actives 1% (n = 320,000);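 active = every valid replicate shows activation above 250% relative to neutral control wells; inactive = the rest, any valid replicate at or below 250%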;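 note: OY570 slx delta 5 strain wells were the positive control but not used for scaling; some compounds called inactive have numbers as strong as hits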
# RTF Ca sens inh – cardiac RTF calcium desensitization; inhibition, % at 7.15 µM; IANBD-labeled cardiac RTF, Ca2+ fluorescence; actives 0.12% (n = 340,000);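 active = inhibition above the mean inhibition of all tested compounds plus 3 SD, cut at about 17% in these data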;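 note: assay run at fixed EC70 calcium of 1.6 mM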
# dFosB activator – activators of mouse delta FosB homodimer; purified delta FosB, TAMRA-CDK5 oligo fluorescence polarization; percent of positive-control signal above neutral wells; actives 0.99% (n = 340,000); P13346; activation, % at 25 µM;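 active = mean activation above about 17%, with every replicate also reaching it, limit read from the data, passing the limit was not always enough; inconclusive = only one of the two conditions met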;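 note: fluorescence polarization rise as delta FosB binds a TAMRA Cdk5 AP-1 oligo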
# Target sequence (P13346 whole entry, looked up): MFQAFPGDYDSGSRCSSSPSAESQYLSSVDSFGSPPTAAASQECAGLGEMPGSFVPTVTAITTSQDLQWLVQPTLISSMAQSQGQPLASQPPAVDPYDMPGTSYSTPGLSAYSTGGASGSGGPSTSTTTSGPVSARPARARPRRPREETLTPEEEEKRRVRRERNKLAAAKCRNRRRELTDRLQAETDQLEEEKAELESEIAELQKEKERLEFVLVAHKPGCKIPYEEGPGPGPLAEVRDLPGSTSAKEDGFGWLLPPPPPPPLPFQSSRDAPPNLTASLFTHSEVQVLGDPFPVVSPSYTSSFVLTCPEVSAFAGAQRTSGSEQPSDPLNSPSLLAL
# PvdQ inh – P. aeruginosa PvdQ acylase inhibition. purified PvdQ acylase, fluorescence plate reader. actives 0.063% (n = 340,000). inhibition, % at 10 µM. AID 488965; in the data active = inhibition above about 30%, passing the limit was not always enough; inconclusive = no clear call, values can overlap the other calls;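 note: 0% = vehicle neutral wells and 100% = reference inhibitor wells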
# Keap1 Nrf2 FP – Keap1-Nrf2 (human) interaction inhibition | Q14145 | Keap1 Kelch-Nrf2 peptide fluorescence polarization, 1536-well | inhibition, % at 9.4 µM | actives 0.15% (n = 340,000); in the data active = inhibition above about 12%; inconclusive = no clear call, values can overlap the other calls; inactive = below about 7.3%;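 note: human Keap1 Kelch domain with fluorescein labeled Nrf2 9mer peptide probe; 0% = neutral control wells and 100% = peptide positive control; higher means more block of Keap1 binding to Nrf2 peptide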
# C-LANA FP – blocks KSHV LANA C-terminal domain binding to DNA; MBP-C-LANA/FAM-LBS DNA binding, fluorescence polarization; inhibition, % at 9 µM; actives 0.078% (n = 340,000); AID 504423;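 active = highest replicate inhibition at or above 60% at 9 µM, even if other replicates fall short; inactive = all replicates below 60% inhibition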;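 note: 0% = neutral control wells and 100% = 4 µM acridine orange control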
# Rtt109 Vps75 – inhibitors of Candida albicans Rtt109/Vps75 histone acetyltransferase; inhibition, % at 34.9 µM; Q5AAJ8; actives 0.16% (n = 330,000); purified Rtt109/Vps75, ThioGlo CoA-SH fluorescence, 4 h;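 active = inhibition of at least 50% in every replicate; inconclusive = best replicate reaches 50% inhibition but some replicates fall short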
# RTF Ca sens act – increases calcium sensitivity of human cardiac regulated thin filaments; IANBD-labeled TnC RTF fluorescence at EC20 calcium; 0% EC20 calcium, 100% full calcium; actives 0.24% (n = 340,000); P19429+P45379; activation, % at 7.2 µM;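 active = activation above the mean over all tested compounds plus 3 SD, cut at about 30% in these data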;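 note: rise in fluorescence read as greater calcium sensitivity of cardiac thin filaments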
# An asterisk follows results filed as active; ? = inconclusive; nt = not tested or not shown.
SMILES,CDK5 inh,PfHsp90 set2,NSD2 HMT inh,Mot1-301 SUMO,RTF Ca sens inh,dFosB activator,PvdQ inh,Keap1 Nrf2 FP,C-LANA FP,Rtt109 Vps75,RTF Ca sens act
CCCn1c(SCC(=O)NCCCN2CCCC2=O)nc2ccccc2c1=O,-0.1,-12,2,3,0,1,1,-4,-0.9,-2,-1
O=C(Nc1ccc(N2CCN(C(=O)c3ccc(Cl)cc3)CC2)cc1)c1cccs1,-2.0,-2,-2,19,-8,-16,-8,1,-1.5,-8,3
Cc1nc(NC(=O)COC(=O)CCc2nc3ccccc3s2)c(Cl)cc1Cl,1.3,-7,-3,-2,1,-6,11,-3,0.0,13,1
Cn1ncc(C(=O)Nc2ccc(OC(F)(F)F)cc2)c1-n1cccc1,-3.2,-8,-1,17,-14,-12,-15,-3,0.4,-24,12
Cc1cc(C(F)(F)F)c(C#N)c(SCC(=O)NC(C)(C)C)n1,0.9,nt,0,-1,-4,-5,-14,1,0.6,-3,-2
O=S(=O)(c1ccc(Oc2ccc(S(=O)(=O)N3CCOCC3)cc2)cc1)N1CCOCC1,1.4,-1,-1,2,-13,-6,9,-4,-1.4,-1,-1
NC(=O)c1ccsc1NC(=O)CSc1nc2ccccc2c(=O)n1CCCO,0.7,3,-1,-13,7,-10,2,-2,-0.8,-1,-5
CC(=O)Nc1ccc(CN2CCCCCCC2)cc1,-0.9,nt,-1,3,4,-2,4,-6,-1.4,-19,-2
Cc1ccc(NS(=O)(=O)c2cccc(C(=O)NCC(c3cccs3)N3CCOCC3)c2)cc1 (centres undefined),-0.6,nt,0,-11,-9,-7,-15,-6,0.3,6,0
COc1cccc(CN2CCNC(=O)C2CC(=O)N2CCCCO2)c1OC (centres undefined),-1.8,-1,0,13,-6,1,-13,4,-0.9,nt,2
Nc1nc2ncc(-c3ccsc3)c(N)n2n1,0.7,-6,-2,8,-1,9,6,4,1.1,0,4
COc1cccc(/C=N/NC(=O)C(=O)N2CCCCCC2)c1O,0.9,1,-8,5,-9,-1,-4,0,-1.9,7,-3
CCOC(=O)C1=C(C)NC(C)=C(C(=O)OCC)C1C(=O)OCC(=O)N(CC)C1CCS(=O)(=O)C1 (centres undefined),2.1,-1,-7,167,2,-9,-14,0,-1.0,2,-6
O=C(CCN1C(=O)C2C3CCC(C3)C2C1=O)Nc1ccccc1C(F)(F)F (centres undefined),-1.1,-26,-3,-7,-7,0,-19,-2,0.7,-3,4
Clc1ccc(SCc2cc(Cl)nc(-c3ccccc3)n2)cc1,-2.5,18,-5,-4,-7,-8,2,2,1.6,5,-1
NC(=O)c1ccc(NC(=O)COC(=O)c2cc(S(=O)(=O)N3CCOCC3)ccc2N2CCCCC2)cc1,-0.2,-14,3,-15,6,-7,-5,2,-0.3,7,3
O=C(c1ccc(Cl)c(S(=O)(=O)N2CCCC2)c1)N1CCN(c2ccc(F)cc2)CC1,-1.2,22,0,369,-3,-6,0,-1,-1.1,-2,1
COC(=O)c1c2c(nc3ccccc13)CCC2,-4.2,15,0,73,1,-1,-12,-2,-1.3,-4,-7
O=C(CSc1nc2[nH]ncc2c(=O)[nH]1)N1CCCC1,-1.1,-14,0,-2,-4,1,-14,0,0.4,5,2
CCCNC(=O)NNC(=O)c1ccc(F)cc1,0.1,-31,-8,-5,-7,-4,-2,2,-2.1,-4,-1
O=C(c1ccccc1Cl)N1N=C(c2ccc(Br)cc2)CC1c1nc2ccccc2[nH]1 (centres undefined),-1.0,21,nt,21,-1,6,-2,-1,0.2,-6,-7
COc1cc(O)c(C(CCN2CCCC2)c2ccc(N(C)C)cc2)c(OC)c1 (centres undefined),0.6,-6,nt,8,-15,-12,-3,2,2.3,-10,-3
COC(=O)c1sc(-c2ccc(Cl)cc2)cc1NC(=O)CSCC(=O)O,3.1,1,2,330,-2,-23,15,-4,-3.0,-6,-3
CCOc1ccc(-c2nc(C#N)c(NC3CC3)o2)cc1,-0.1,nt,7,-17,-14,-5,-16,1,-0.8,nt,2
CC(C)(C)N=C1SCC(C)(/C=N/O)S1 (centres undefined),0.5,-26,-1,7,-9,-7,-13,-6,-1.4,-6,15

# Record cards, from the list above.
# Cn1ncc(C(=O)Nc2ccc(OC(F)(F)F)cc2)c1-n1cccc1 is listed as CDK5 inh: -3.2; PfHsp90 set2: -8; NSD2 HMT inh: -1; Mot1-301 SUMO: 17; RTF Ca sens inh: -14; dFosB activator: -12; PvdQ inh: -15; Keap1 Nrf2 FP: -3; C-LANA FP: 0.4; Rtt109 Vps75: -24; RTF Ca sens act: 12
# Cc1cc(C(F)(F)F)c(C#N)c(SCC(=O)NC(C)(C)C)n1 is listed as CDK5 inh: 0.9; PfHsp90 set2: nt; NSD2 HMT inh: 0; Mot1-301 SUMO: -1; RTF Ca sens inh: -4; dFosB activator: -5; PvdQ inh: -14; Keap1 Nrf2 FP: 1; C-LANA FP: 0.6; Rtt109 Vps75: -3; RTF Ca sens act: -2
# NC(=O)c1ccsc1NC(=O)CSc1nc2ccccc2c(=O)n1CCCO is listed as CDK5 inh: 0.7; PfHsp90 set2: 3; NSD2 HMT inh: -1; Mot1-301 SUMO: -13; RTF Ca sens inh: 7; dFosB activator: -10; PvdQ inh: 2; Keap1 Nrf2 FP: -2; C-LANA FP: -0.8; Rtt109 Vps75: -1; RTF Ca sens act: -5

# Grouped by structure: those above with a thiophene ring, fused or not
SMILES,CDK5 inh,PfHsp90 set2,NSD2 HMT inh,Mot1-301 SUMO,RTF Ca sens inh,dFosB activator,PvdQ inh,Keap1 Nrf2 FP,C-LANA FP,Rtt109 Vps75,RTF Ca sens act
O=C(Nc1ccc(N2CCN(C(=O)c3ccc(Cl)cc3)CC2)cc1)c1cccs1,-2.0,-2,-2,19,-8,-16,-8,1,-1.5,-8,3
NC(=O)c1ccsc1NC(=O)CSc1nc2ccccc2c(=O)n1CCCO,0.7,3,-1,-13,7,-10,2,-2,-0.8,-1,-5
Cc1ccc(NS(=O)(=O)c2cccc(C(=O)NCC(c3cccs3)N3CCOCC3)c2)cc1 (centres undefined),-0.6,nt,0,-11,-9,-7,-15,-6,0.3,6,0
Nc1nc2ncc(-c3ccsc3)c(N)n2n1,0.7,-6,-2,8,-1,9,6,4,1.1,0,4
COC(=O)c1sc(-c2ccc(Cl)cc2)cc1NC(=O)CSCC(=O)O,3.1,1,2,330,-2,-23,15,-4,-3.0,-6,-3

# (further entries)
SMILES,CDK5 inh,PfHsp90 set2,NSD2 HMT inh,Mot1-301 SUMO,RTF Ca sens inh,dFosB activator,PvdQ inh,Keap1 Nrf2 FP,C-LANA FP,Rtt109 Vps75,RTF Ca sens act
CSc1sc(C)cc1/C=N/O,-4.6,-20,0,1,-7,-1,-7,-1,-0.8,1,11
O=C(NNc1ccccc1Br)C(O)(c1cccc(C(F)(F)F)c1)c1cccc(C(F)(F)F)c1,-1.6,27,-3,-11,5,1,12,?,0.2,-13,0
CC(C)(C)NC(=O)CN(Cc1cccs1)C(=O)c1csnn1,-3.3,41,nt,11,5,-3,-6,3,2.6,-1,-1
O=C(COc1ccccc1)NC1CCSc2ccccc21 (centres undefined),0.4,nt,1,-25,-7,1,-10,0,0.9,4,-3
COc1ccc(-n2ncc3c(SCC(=O)NNC(C)=O)ncnc32)cc1,1.6,-1,0,-10,-7,6,-13,-5,-1.3,nt,5
Cc1cc(=O)[nH]c(NCCO)n1,-1.6,2,-3,-3,-18,-3,-6,-1,-1.0,-1,-1
O=C(N/N=C/c1sc(=O)n(Cc2ccc(Br)cc2)c1Cl)c1ccco1,0.4,15,-9,-5,0,35*,6,-1,-1.9,6,-1
COc1ccc(CNC(=O)C(C)Sc2ccc(S(=O)(=O)N3CCOCC3)cn2)cc1 (centres undefined),3.4,-3,0,nt,-3,0,-6,-4,1.1,2,-1
O=C(CSc1ncn[nH]1)N/N=C/c1ccc(C(F)(F)F)cc1,-0.5,-11,0,-16,-3,6,-54,-1,0.2,-5,-1
CCCNc1ccc(C(=O)OCC)cc1[N+](=O)[O-],-4.7,0,4,-3,12,0,16,-4,3.6,6,1
Cc1ccc2[nH]c(C(=O)N3CCC(C(N)=O)CC3)cc2c1,0.1,-1,2,-15,-6,2,-10,-7,-1.1,-1,-2
COc1ccccc1C(=O)Nc1nnc(-c2ccco2)s1,-3.6,4,nt,16,3,-28,-10,3,1.3,-6,2
O=C(NC1CCN(Cc2ccccc2)CC1)C12CC3CC(CC(C3)C1)C2,-1.2,20,-4,222,-1,-1,-3,-4,-2.1,1,-3
COc1ccc(C(=O)c2ccc(OC)c(Br)c2)cc1Br,-0.4,-30,-2,22,-6,-5,-9,-3,-1.4,-2,5
Cc1ccnc(NC(=O)c2cccc(S(=O)(=O)N3CCCC3)c2)c1,3.3,-8,-2,-15,-8,-7,4,4,0.2,30,0
c1ccc2c(N3CCCCC3)nc(N3CCCC3)nc2c1,-0.8,nt,-24,154,-24,-19,-13,5,1.9,-7,0
Cc1ccc(Cn2c(NCCc3ccccc3)nc3c2c(=O)n(C)c(=O)n3C)cc1,3.5,-8,-1,970*,-4,-3,2,6,1.0,nt,-2
O=C(CC(=O)c1cc(Cl)ccc1O)c1ccccc1,-0.7,-39,nt,-2,-3,-21,-1,-6,0.5,-6,-5
CCN1CC(CN(C)Cc2cn(-c3ccc(C)cc3)nc2-c2cccc(C)c2)CC1=O (centres undefined),0.2,14,4,240,15,-12,-6,-5,-1.6,9,3
CC(C)C1CC(CCNCc2ccc(N(C)C)cc2)(c2ccccc2)CCO1 (centres undefined),-4.5,-1,17,107,-12,0,-14,-4,-0.4,2,-15
CCC(=O)N(CC(=O)Nc1sc(C)c(C)c1C(N)=O)C1CCCCC1,2.1,15,1,-10,-1,-7,-16,-1,-1.4,2,0
COC(=O)C1CN(C(=O)COc2ccc(C)cc2)c2ccccc2O1 (centres undefined),1.8,-19,0,343,-6,-15,-13,-5,-2.1,-11,-3
N#Cc1c(SC(C(=O)O)c2ccccc2)nc2c(c1-c1cccs1)CCCC2 (centres undefined),-2.3,-31,4,35,-12,-6,-15,-3,0.3,25,0
CC(Nc1cc(=O)n(C)c(=O)[nH]1)c1ccccc1 (centres undefined),1.2,22,-3,-20,-3,-4,7,-3,-1.1,1,-2
Cc1ccc(C)c(NS(=O)(=O)c2c(C)ccc3nsnc23)c1,-1.9,23,1,6,-2,0,12,4,-0.1,8,-7
CCOc1ccc(NC(=O)/C(C#N)=C/c2ccc(N3CCCC3)c(C)c2)cc1,0.6,0,-2,163,-51,-6,5,-6,1.8,-2,67*
